RECQ1 inh: blocks DNA unwinding by human RECQ1; RECQ1 DNA unwinding, red fluorescence kinetic read; Potency, µM (top dose mostly 57.3 µM), for inactives: at the top dose activity, negative = inhibition, hits mostly inhibitors; actives 0.54% (n = 240,000); AID 2549;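 further: plate controls were vehicle for no effect and no enzyme for full effect; nearly all actives have a fitted effect of over 30% in size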
Target sequence (P46063 whole entry, looked up): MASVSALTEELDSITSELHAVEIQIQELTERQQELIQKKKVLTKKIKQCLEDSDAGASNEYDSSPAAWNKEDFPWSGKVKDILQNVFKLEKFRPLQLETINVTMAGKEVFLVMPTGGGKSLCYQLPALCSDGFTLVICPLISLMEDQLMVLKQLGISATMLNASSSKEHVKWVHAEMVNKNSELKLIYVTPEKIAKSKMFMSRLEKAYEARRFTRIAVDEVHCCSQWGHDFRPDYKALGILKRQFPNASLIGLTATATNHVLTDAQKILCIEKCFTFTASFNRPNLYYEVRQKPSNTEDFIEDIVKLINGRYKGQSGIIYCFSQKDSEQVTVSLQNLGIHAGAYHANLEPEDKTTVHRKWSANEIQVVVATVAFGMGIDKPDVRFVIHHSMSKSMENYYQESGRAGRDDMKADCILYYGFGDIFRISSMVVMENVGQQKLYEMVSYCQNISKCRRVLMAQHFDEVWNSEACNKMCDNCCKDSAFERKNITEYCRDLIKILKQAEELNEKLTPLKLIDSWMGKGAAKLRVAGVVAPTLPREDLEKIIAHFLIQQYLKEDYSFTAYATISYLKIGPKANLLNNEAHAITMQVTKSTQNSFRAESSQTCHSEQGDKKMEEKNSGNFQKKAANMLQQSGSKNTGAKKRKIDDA
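50 nM RECQ1T1 preincubated 15 min with compound in Tris pH 8.0 buffer with MgCl2, DTT, Tween-20 and 2.5 ug/ml poly(dI-dC); started with 200 nM TAMRA/BHQ-2 forked duplex and 2 mM ATP. Unwinding read as fluorescence (525/598 nm), two reads 2 h apart.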
TR SRC2 fluor cs: Texas Red fluorescence interference in TRb-SRC2 counter-screen | TRb/SRC2 Texas Red total fluorescence interference | Potency, µM (top dose mostly 106 µM), for the others: top-dose fluorescence change, negative = quenching | actives 0.29% (n = 280,000); active means well fitted curve in either direction with a large enough effect; inconclusive means small, poorly fitted or top-dose-only effect
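Human TRb ligand-binding domain at 0.6 uM with 20 nM Texas Red SRC2 peptide in Tris buffer containing 1 uM T3 and 5% DMSO, incubated with compound 5 h at ambient temperature. Total fluorescence (555/632 nm) calculated as parallel + 2 × perpendicular.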
KDM4E inh: inhibitors of human JMJD2E histone demethylase | B2RXH2 | JMJD2E catalytic domain, FDH-coupled NADH fluorescence (FDH is formaldehyde dehydrogenase) | Potency, µM (titrated, usually from 57.1 µM), for inactives: at the highest dose activity change, negative = inhibition, usual class: inhibitors | actives 1.6% (n = 230,000) | AID 2147; active means well fitted inhibition curve with a large enough effect, not every such curve was filed as active; inconclusive means small, poorly fitted or top-dose-only effect, or another doubt; inactive means no such curve, though single readings can be large or run the other way;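 further: 0% = wells with enzyme and -100% = buffer wells without enzyme; nearly all actives have a fitted effect of over 50% in size; many of its hits are not listed in these tables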
Target sequence (B2RXH2 1-337 limits assumed): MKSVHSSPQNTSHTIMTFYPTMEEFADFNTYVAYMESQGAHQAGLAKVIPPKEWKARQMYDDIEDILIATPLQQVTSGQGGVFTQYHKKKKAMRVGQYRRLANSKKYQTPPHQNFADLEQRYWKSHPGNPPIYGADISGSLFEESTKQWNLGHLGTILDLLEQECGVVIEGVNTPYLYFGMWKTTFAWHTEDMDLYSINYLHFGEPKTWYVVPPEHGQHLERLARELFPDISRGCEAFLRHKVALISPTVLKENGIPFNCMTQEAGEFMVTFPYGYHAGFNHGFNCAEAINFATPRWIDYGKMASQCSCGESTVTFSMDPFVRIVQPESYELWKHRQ
L3MBTL1 block: L3MBTL1 (human) inhibition; Q9Y468; AlphaScreen L3MBTL1–H3K9me1 peptide binding; Potency, µM (titrated, usually from 57.1 µM), for inactives: top-dose activity, negative = inhibition, hits mostly inhibitors; actives 0.66% (n = 230,000); further: nearly all actives have a fitted effect of over 60% in size
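AlphaScreen assay: L3MBTL1 (50 nM final) was preincubated 30 min at room temperature with biotinylated H3(1-15)K9me1 peptide (75 nM final), then 30 min with library compounds; streptavidin donor and nickel chelate acceptor beads (10 ug/mL final) added, 30 min dark.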
Tau ThT inhib: tau fibrillization inhibition (ThT binding) | recombinant tau K18 P301L, heparin-induced fibrillization, ThT fluorescence | AID 1460 | Potency, µM (top dose mostly 57.4 µM), for the others: at the top dose activity, negative = inhibition, usual class: inhibitors | P10636 | actives 2.1% (n = 270,000); further: nearly all actives have a fitted effect of over 55% in size
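Fibril formation assay: tau K18 P301L at 15 uM with trace Alexa 594 label, heparin inducer 20 uM, pH 7 sodium acetate buffer, 37 C for 6 hr; endpoint ThT signal.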
TRb SRC2 PPI: disrupts binding of human TR beta to SRC2; P10828; TRbeta-SRC2 peptide binding, fluorescence polarization; receptor liganded with 1 µM T3; Potency, µM (series often up to 106 µM), inactives show at the highest dose activity change, negative = inhibition, hits mostly inhibitors; actives 0.065% (n = 280,000);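 further: plate controls were bound peptide for no effect and peptide without receptor for full effect; nearly all actives have a fitted effect of over 50% in size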
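Compounds were added to 0.6 uM TRb ligand-binding domain and 20 nM Texas Red-labeled SRC2 peptide in Tris buffer containing 1 uM T3, incubated 5 hr at ambient temperature, then read by fluorescence polarization.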
RGS12 GoLoco inh: RGS12 GoLoco-Gai1 interaction inhibition; P63096; Gai1:RGS12 GoLoco peptide FP, rhodamine, 10 min; Potency, µM (series often up to 61.6 µM), without a hit: at the highest dose activity, negative = inhibition, most hits filed as inhibitors; actives 0.44% (n = 230,000); AID 880; active means well fitted inhibition curve with a large enough effect, not every such curve was filed as active; inactive means no such curve, though single readings can be large or run the other way; further: nearly all actives have a fitted effect of over 30% in size; many of its hits are not listed in these tables
Tau FP inhib: blocks human tau fibril formation measured by polarization | AID 1468 | K18 P301L tau heparin fibrillization, Alexa594 FP, 6 h | actives 0.39% (n = 280,000) | Potency, µM (series often up to 57.7 µM), for the others: top-dose activity, negative = inhibition, hits mostly inhibitors; further: nearly all actives have a fitted effect of over 55% in size
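Read-out: fluorescence polarization of Alexa 594-labeled tau (0.24 uM), 555 nm excitation, 632 nm emission. Mixtures held 15 uM unlabeled K18 P301L, compound and 20 uM heparin, pH 7 acetate buffer, incubated 6 hr at 37 C.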
An asterisk follows results filed as active; i = inactive; ? = inconclusive; . = no result given; & = joins results of further samples; [ ] = dose if it differs, or a comment. Unless noted, the call rests on the fitted dose curve; in most records, active means well fitted curve in the direction sought with a large enough effect; inconclusive means small, poorly fitted or top-dose-only effect, or another doubt; inactive means no such curve, though single readings can be large; an effect the other way counts as inactive or inconclusive. Unless noted, on the % scale 0 is the no-effect control and ±100 the full control effect; potency means the concentration at half of the fitted maximal effect. The list is partial; rates above refer to the full screens.

SMILES	RECQ1 inh	TR SRC2 fluor cs	KDM4E inh	L3MBTL1 block	Tau ThT inhib	TRb SRC2 PPI	RGS12 GoLoco inh	Tau FP inhib
COCC(=O)N1CCC(Oc2ccc(C(=O)NCc3cnc(C)cn3)cc2)CC1	i	3%	1%	5%	?	3%	-4%	-3%
COc1cc(/C=c2\sc3n(c2=O)CCCN=3)ccc1O	-8%	-4%	-6%	0%	?	-14%	0%	5%
CC1CC(C)CN(C(=O)Cc2c(C(=O)O)[nH]c3ccc(Cl)cc23)C1 (stereo not given)	-3%	-1%	-2%	.	-1%	3%	-3%	0%
O=C(O)C1=CCCNC1	-14%&-8%	5%&-2%&1%&-2%	10%&10%&2%	.	-6%&-3%&1%&-10%	1%&-6%&-1%&-2%	8%&0%&0%&6%	-5%&-7%&3%&2%
COCC1CCN(Cc2cn[nH]c2-c2cc(OC)c(OC)c(OC)c2)CC1	9%	-1%	9%	-5%	-10%	1%	3%	-9%[2.34 µM]
CC(NC(=O)C1CCN(S(=O)(=O)c2ccc(F)cc2)CC1)c1ccccc1 (stereo not given)	.	-3%	.	.	1%	3%	.	-8%
O=S(=O)(Nc1ccn(-c2ccccc2)n1)c1ccc(Br)cc1	i	2%	?	-13%[11.4 µM]	?	-17%	6%	-7%
Cc1nc(N2CCOCC2)[nH]c(=O)c1[N+](=O)[O-]	-9%	0%	3%	3%	-6%	7%	8%	-5%
CNC[C@H](O)[C@H](O)[C@H](O)[C@H](O)CO	i	-7%[53 µM]	194%[activator][25.5 µM]	.	.	2%[53 µM]	8%[21.6 µM]	.
Nc1ccc(C(=O)OCC(=O)Nc2ccc([N+](=O)[O-])cc2C(F)(F)F)cc1	-14%	-3%	-3%	5%	-21%	-1%	4%	13%
COCCCNC1=C(Cl)C(=O)c2ccccc2C1=O	-3%	-3%	-24%	-16%	?	-6%	16%	6%
Cc1ccc(S(=O)(=O)NCc2ccc(C(=O)NCCCN3CCN(C)CC3)cc2)cc1	i	3%	3%	-4%	-10%	-9%	-1%	-1%
Cc1ccc(C(=O)NNC(=O)C2CCN(S(=O)(=O)c3ccc(C)cc3)CC2)cc1	-15%	0%	12%	.	.	-3%	-7%	-2%
CCN1CCN(c2csc3ccc(Cl)cc3c2=O)CC1	.	5%	.	.	?	7%	.	-3%
COc1ccccc1-c1nnc(C2CCN(C(=O)c3cccc(C)c3)CC2)o1	.	-1%	.	.	-10%	-5%	.	-5%
Cc1nc(-c2coc3cc(O)c(C)cc3c2=O)cs1	i	-3%	?	.	?	-6%	1%	3%
CSc1ccc(CN(C)CC(=O)NC(=O)NC(C)(C)C)cc1	-5%	-6%	3%	-2%	-9%	-2%	5%	3%
O=C(Nc1ccccc1NC(=O)c1csnn1)c1csnn1	i	-5%	-2%	23%	-9%	3%	2%	-4%
COc1ccc(S(=O)(=O)N(C(=O)C(C)C)c2ccc3oc(=O)sc3c2)cc1	-5%	0%	-8%	.	?	-9%	7%	-18%
CCC(C)NC(=O)/C=C/c1cccs1 (stereo not given)	i	-2%[53 µM]	-5%	-4%	1%	-2%[53 µM]	-9%	0%
COc1ccc(C(=O)NC2CCN(C(=S)Nc3ccccc3C)CC2)cc1	-5%	0%	-1%	6%	-10%	5%	4%	-2%
Cc1cc(Nc2cccc(Cl)c2)nc2ccc(NC(=O)c3cccnc3)cc12	.	-15%	.	.	?	11%	.	-12%
CN(C)S(=O)(=O)c1cc(C(=O)NCc2ccccc2)c(Cl)cc1Cl	i	-4%	7%	5%	-7%	7%	15%	1%
O=C(O)c1ccc(Cn2cnc3scc(-c4ccccc4)c3c2=O)cc1	i	-1%	3%	-2%	-10%	-2%	16%	-5%
CCOC(=O)CC(c1ccc([N+](=O)[O-])cc1)n1c(C)ccc1C (stereo not given)	8%	-4%	?	-4%[11.4 µM]	-12%	-2%	13%	?
COc1ccc(C2C(C(=O)Nc3cccc(C)n3)c3ccccc3C(=O)N2C)cc1OC (stereo not given)	-6%	-7%	-1%	2%	-4%	5%	.	-11%
CSc1nc2sc3c(c2c(=O)[nH]1)CCC(C)C3 (stereo not given)	-12%	-1%	6%	-4%	?	0%	-4%	13%
COc1ccc(-n2nc(C(=O)NCC(=O)N3CCN(c4ccccn4)CC3)c3ccccc3c2=O)cc1Cl	-1%	0%	?	.	-7%	-7%	6%	4%
Cn1nnc(NC(=S)NC(=O)c2ccccc2)n1	-17%	-2%	-19%	1%	-9%	1%	-11%	-3%
COc1ccccc1C(=O)OCC(=O)Nc1ccc(Cl)cn1	-4%	-1%	-9%	.	-13%	-12%	-3%	-4%
COc1cc(C(=O)Nc2cc(C)c(O)c(-c3nc4ccccc4s3)c2)cc(OC)c1OC	.	-1%	.	.	-4%	4%	.	3%
Cc1ccc(S(=O)(=O)NC(C(=O)Oc2ccc3c(C(F)(F)F)cc(=O)oc3c2)c2ccccc2)cc1 (stereo not given)	0%	3%	32µM*	10%	6%	7%	14%	10%
O=C1C(Cc2ccccc2)C(c2ccccc2)N1c1ccccc1 (stereo not given)	?	2%	-7%	6%	-15%	-2%	2%	0%
COc1ccc(NC(=O)c2ncn[nH]2)cc1	-5%	-1%	-6%	1%	-3%	-5%	8%	-4%
CC1(O)/C=C\C=C(\CO)C2CC(C)(C)C2(O)CC1 (stereo not given)	-14%	-2%	-4%	.	-17%	3%	2%	-4%
O=C(NCCN1CCCC1)c1ccccc1Cl	i	-1%	0%	7%	-8%	1%	4%	-2%
CCC(=O)Nc1sc(C(=O)N2CCCCC2)c(C)c1C#N	-1%	-2%	-1%	-3%	-3%	-4%	3%	-5%
Cc1ccc(S(=O)(=O)/N=C(/c2ccccc2)N2CCOCC2)cc1	i	-2%	-7%	-3%	14%	-6%	-8%	5%
O=[N+]([O-])c1ccc(-c2nn(-c3ccccc3)cc2/C=N/n2c(-c3ccncc3)n[nH]c2=S)cc1	-4%	-5%	12%	.	.	-4%	-3%	11%
O=C(CSc1nnnn1C1CCCC1)NCCc1ccccc1	4%	-2%	0%	.	0%	-7%	-3%	0%
CCCCNS(=O)(=O)c1ccc(S(=O)(=O)NCc2ccncc2)cc1	-2%	0%	9%	4%	-8%	-23%	3%	0%
CN1N=C(C(=O)N2CCCC(C(=O)c3cccc(C(F)(F)F)c3)C2)CCC1=O (stereo not given)	i	0%	7%	-5%	10%	-10%	6%	2%
CCOC(=O)CCCNC(=O)COC(=O)c1cc2ccccc2cc1O	-5%	0%	-3%	.	-15%	-1%	-7%	-1%
OC(CN1c2ccccc2Sc2ccccc21)Cn1nnc2ccccc21 (stereo not given)	-8%	-7%	-27%	-13%	-18%	3%	5%	10%
CCC(C)(NC(=O)c1ccccn1)C(=O)NC1CCCC1 (stereo not given)	i	-3%	-4%	.	-12%	-9%	5%	0%
COc1ccc2c(/C=N/NS(=O)(=O)c3ccc(C)cc3)c[nH]c2c1	-16%	-4%	?	-24%	?	-4%	9%	13%
COc1ccc(CN(Cc2ccc(C(=O)O)cc2)C(=S)Nc2cc(C)cc(C)c2)cc1OC	-2%	-2%	-3%	.	-5%	-3%	4%	0%
CC(=O)c1cccc(NC(=O)COC(=O)c2ccc(S(C)(=O)=O)c([N+](=O)[O-])c2)c1	-8%	-6%	2%	-5%	?	-1%	5%	3%
CCCNC(=O)NC(C(=O)OC)C12CC3CC(CC(C3)C1)C2 (stereo not given)	4%	0%	3%	-6%	5%	-2%	-1%	7%
COc1ccc(CCNC(=O)CSc2cccc3cccnc23)cc1OC	-5%	-2%	-19%	-5%	?	2%	-6%	1%
CCN(CC)CCNC(=O)CN1N=C(c2ccc(OC)cc2)CCC1=O	.	4%	.	.	-7%	1%	.	1%
COc1cccc(NC(=O)CSc2nnc(-c3cccc(OC)c3)o2)c1	.	9%	.	.	9%	5%	.	-5%
O=c1[nH]c(CN2CCN(c3ccc([N+](=O)[O-])cc3)CC2)nc2ccsc12	i	-1%	-4%	.	?	-1%	3%	7%
Fc1cnc(N2CCOCC2)nc1N1CCc2ccccc21	-5%	0%	-4%	9%	-16%	-1%	2%	-3%
CCOc1ccc(OCC)c(NC(=O)CCC(=O)N2CCOc3ccccc32)c1	.	1%	.	.	5%	-2%	.	-5%
COc1cccc(NC(=S)N/N=C2\CC3CCC2(C)C3(C)C)c1 (stereo not given)	-21%	-3%	7%	?	-6%	6%	5%	6%
COc1cc(NC(=O)NCc2ccncc2)cc(OC)c1OC	-13%	-1%	-2%	2%	-7%	-3%	12%	0%
O=C(COc1ccc(Cl)cc1)Nc1nnc(S(=O)(=O)N2CCc3ccccc32)s1	.	-27%	.	.	?	8%	.	-15%
N#CCCN(CCN1CCCC1)S(=O)(=O)c1ccc(-c2ccc([N+](=O)[O-])cc2)cc1	27%	1%	0%	-11%	3%	3%	29%	3%
O=C(/C=C/c1ccco1)Nc1ccc(C(=O)N2CCOCC2)cc1	?	0%	-1%	-11%	-12%	-1%	11%	-5%
Cc1nc(CN(C)Cc2nc(Cc3ccccc3Cl)no2)cs1	i	-2%	2%	-4%	2%	3%	12%	-2%
Cc1ccc(-c2nnc(Nc3ccc(Br)cc3)c3ccccc23)cc1S(=O)(=O)N1CCOCC1	.	-1%	.	.	13%	-4%	.	-29%
O=C(COCc1cc(-c2ccc(F)cc2)on1)Nc1cccc(Cl)c1Cl	.	1%	.	.	-13%	1%	.	-7%

Limited to TR SRC2 fluor cs (3 entries from above):
| SMILES | TR SRC2 fluor cs |
| --- | --- |
| CCOc1ccc(OCC)c(NC(=O)CCC(=O)N2CCOc3ccccc32)c1 | 1% |
| COc1cccc(NC(=S)N/N=C2\CC3CCC2(C)C3(C)C)c1 (stereo not given) | -3% |
| COc1cc(NC(=O)NCc2ccncc2)cc(OC)c1OC | -1% |

Screening data from PubChem BioAssay.
